AID772 – HT29 colon tumor cell growth inhibition, primary screen, imaging, high content imaging, 72 h, CellTiter-Glo (AID 772); HT29 cell growth, HCS imaging cell count, 72 h; stronger effect = higher value; 3,300 tested, 0.6% active; growth inhibition, % at 10 µM;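 active = growth inhibition above 90%, meaning viable cell count cut by more than 90% versus vehicle controls; inactive = growth inhibition below 90%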
AID364 – cytotoxicity toward Jurkat T cells, primary screen, cell-based, Jurkat E6.1, NIH starter set (AID 364); 3,300 tested, 2% active; Jurkat E6.1 viability, ATP luminescence, 48 h; higher % means a stronger effect; inhibition, % at 4 µM, or CC50 in µM where a hit was titrated;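 active = concentration giving half-maximal inhibition at or below 20 micromolar; inactive = half-maximal concentration above 20 micromolar, or not dose tested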;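 note: 100% = cells treated with 4 µM doxorubicin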
A549 NSCLC growth – A549 NSCLC cell proliferation inhibitors – ATP luminescence, human non-small cell lung line, primary screen (AID 371); A549 growth inhibition, ATP luminescence; stronger effect = higher value; growth inhibition, % at 10 µM; 3,300 tested, 8.4% active;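 active = mean growth inhibition over the two runs of 50% or more; inactive = mean growth inhibition under 50%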;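 note: compound exposure lasted 72 h before the ATP read; 0% = untreated cell signal and 100% = no luminescence left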
HT29 cell growth-1 – HT29 colon tumor cell growth inhibition, primary screen, imaging, high content imaging, 24 h, CellTiter-Glo (AID 770) | growth inhibition, % at 10 µM | HT29 cell number by imaging, 24 h; stronger effect = higher value | 3,300 tested, under 10 active;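 active = growth inhibition above 90% in viable cell count at a single dose; inactive = growth inhibition below 90%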
HT29 cell growth-2 – HT29 colon tumor cell growth inhibition, primary screen, imaging, high content imaging, 48 h, CellTiter-Glo (AID 771); 3,300 tested, 2% active; HT29 cell growth, HCS imaging cell count, 48 h; stronger effect = higher value; growth inhibition, % at 10 µM;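 active = growth inhibition above 90%, meaning viable cell count by imaging cut by more than 90% versus vehicle controls; inactive = growth inhibition below 90%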;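 note: percent fewer viable cells counted by imaging than vehicle controls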
HT29 cell growth-1 condensed nuclei – also measured in HT29 cell growth-1; calls as there; condensed nuclei, %; measured here: percent cells with condensed nuclei;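 share of cells whose nuclear area falls below control median minus 1.5 SD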
HT29 cell growth-1 ATP viability – second read-out of HT29 cell growth-1, no call of its own (marks repeat the call); growth inhibition, %; measured here: ATP CellTiter-Glo viability
HT29 cell growth-2 condensed nuclei – recorded beside HT29 cell growth-2, whose call it bears; condensed nuclei, %; measured here: percent cells with condensed nuclei;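 condensed means Hoechst nuclear area under control median minus 1.5 SD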
HT29 cell growth-2 ATP viability – recorded beside HT29 cell growth-2, whose call it bears; growth inhibition, %; measured here: ATP CellTiter-Glo viability inhibition
AID772 condensed nuclei – recorded beside AID772, whose call it bears; condensed nuclei, %; measured here: percent cells with condensed nuclei;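 condensed means nuclear area below control median minus 1.5 SD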
AID772 second – further read-out of AID772, marked with its call; growth inhibition, %; measured here: ATP CellTiter-Glo viability
An asterisk follows results filed as active; nt = no result given. These rows are one share of the data; rates above refer to the full screens.

SMILES	AID772	AID772 condensed nuclei	AID772 second	AID364	A549 NSCLC growth	HT29 cell growth-1	HT29 cell growth-1 condensed nuclei	HT29 cell growth-1 ATP viability	HT29 cell growth-2	HT29 cell growth-2 condensed nuclei	HT29 cell growth-2 ATP viability
Clc1ccc2nc(CSc3nc4ccccc4o3)cn2c1	-23	2	-30	-6%	18	-41	1.1	-2	-35	3.0	-14
Cc1ccc(C#N)c(SCc2cc3c(cc2Cl)OCO3)n1	37	4	10	27%	7	10	2.4	-19	7	2.0	10
Cn1c(NCCCO)nc2c1c(=O)n(Cc1ccccc1F)c(=O)n2C	-19	2	18	14%	3	-36	2.6	-4	3	0.8	-4
CCCc1nnc(NC(=O)Nc2ccccc2OC)s1	53	2	0	5%	17	-12	2.2	-3	-16	3.5	-3
O=C(NCCC1=CCCCC1)c1ccc(=O)oc1	46	22	20	-2%	7	22	0.9	12	4	2.5	-29
CC1(C)Cc2c(C#N)c(SCc3nc4ccccc4[nH]3)nc(N3CCOCC3)c2CO1	91*	5.3*	83*	13%	26	16	4.0	16	51	4.3	37
COC(=O)CSc1nc2c(c(=O)n(C)c(=O)n2C)n1CCC(C)C	23	12	-10	3%	-3	32	5.9	9	6	6.5	-2
CCCC(CCC)C(=O)OC1C[C@H]2CC[C@@H](C1)[N+]2(C)C (some centres not stated)	-39	4	-5	-2%	0	-26	1.4	-9	-42	1.4	nt
CC(C)COC(=O)CCNc1n[nH]c(=O)[nH]c1=O	-14	3	-44	-1%	2	-59	2.7	-6	18	2.8	-16
CCOC(=O)CNC(=O)CNC(=O)c1ccc(OCC(C)C)cc1	-20	3	-57	-9%	28	14	3.9	-11	37	5.0	-22
Cc1cc(C)n(-c2ncnc3sc(C)c(C)c23)n1	-12	10	-18	-12%	6	-10	1.4	3	-17	3.3	-16
Cc1ccc2[nH]c3c(c2c1)CN(C(=O)CN1CC(C)OC(C)C1)CC3 (configuration not stated)	84	8	20	-2%	3	81	3.2	0	38	2.2	4
N#Cc1c(N)nc(SCC(=O)NCCc2ccccc2)c(C#N)c1-c1cccs1	32	8	4	2%	2	22	2.0	-12	36	3.7	2
COc1cccc(Cn2c(NCC(C)C)nc3c2c(=O)n(C)c(=O)n3C)c1	-60	2	-20	11%	2	-11	2.3	-14	-78	0.7	-25
CC1(C)Cc2c(c(-c3ccco3)[nH]c(=O)c2C#N)CS1	-21	2	-12	1%	1	52	4.1	-1	-9	1.5	-1
CC(C)C(=O)N1CCN(c2nc(-c3ccccc3)c3c(c2C#N)CC(C)(C)OC3)CC1	66	7	13	-2%	34	-12	1.6	6	-11	1.2	3
COCc1[nH]nc2c1C(c1ccnc3ccccc13)C(C#N)=C(N)O2 (configuration not stated)	71	3	9	9%	-4	-33	2.1	0	-2	2.7	-2
CCOc1nnnc2c1sc1nc(N3CCOCC3)c3c(c12)CC(C)(C)OC3	-4	3	-14	16%	6	-3	3.1	-11	-8	5.9	-22
CC1(C)Cc2c(sc3c2C(=O)N(c2ccccc2)C2=NCCCN23)CO1	18	4	14	-2%	1	1	1.4	-1	29	3.3	-16
Cc1cc(OCCN2CCOCC2)nc2ccccc12	45	5	14	5%	11	7	2.7	-1	9	3.6	-11
Cc1cc(C)cc(-n2c3nc4ccccc4nc3c3c(=O)n(Cc4ccco4)cnc32)c1	9	0	0	-14%	72*	-20	2.4	-15	1	1.8	-4
CCN(CC)CCCN1C(=O)C(O)=C(C(=O)c2ccc(C)o2)C1c1ccc(C)o1 (configuration not stated)	9	3	-29	-6%	5	9	4.7	-11	9	3.0	-7
Cc1nnc2n(-c3ccccc3)c(=O)c3c4c(sc3n12)CCCC4	-73	5	-16	11%	4	12	5.2	-9	15	2.2	-11
Cc1nc(=O)c(-c2ccccc2)c(C)n1-c1ccc(S(N)(=O)=O)cc1	-30	2	-43	2%	0	-23	2.4	-7	-26	3.0	-9
O=C(Cc1cscn1)c1ccc(O)cc1O	36	6	35	-4%	3	-13	3.2	3	-16	1.6	-11

Carrying on.
SMILES	AID772	AID772 condensed nuclei	AID772 second	AID364	A549 NSCLC growth	HT29 cell growth-1	HT29 cell growth-1 condensed nuclei	HT29 cell growth-1 ATP viability	HT29 cell growth-2	HT29 cell growth-2 condensed nuclei	HT29 cell growth-2 ATP viability
COC(=O)CSc1nc(C)c(C(C)=O)cc1C#N	-18	5	-8	-3%	-8	14	4.9	-9	37	0.4	-5
N#Cc1c(-c2ccccc2Cl)cc(C2CC2)nc1N	2	3	-19	-1%	12	18	1.7	-2	2	3.3	-6
CCOC(=O)c1cnc(SC2CC(=O)N(c3cccc(OC)c3)C2=O)nc1N (configuration not stated)	-52	3	-23	16%	-5	-54	2.7	-7	-37	2.1	-9
Cc1cc(C)c(NC(=O)OCCN2CCOCC2)c(C)c1	17	8	-3	3%	5	-13	2.6	-10	-11	1.4	-1
CNc1oc(-c2ccccc2Cl)nc1C#N	33	4	20	-1%	15	43	3.9	-9	72	2.2	17
CNC(=O)Nc1cccc(NC(=O)NC)n1	25	10	-6	0%	3	1	2.5	9	25	0.9	7
Cc1ccc(S(=O)(=O)N2CCC(N3CCCCCC3)CC2)cc1	-38	7	-6	6%	2	9	2.8	16	37	3.7	17
Cc1nc(SC2C=CS(=O)(=O)C2)n[nH]1 (configuration not stated)	-40	2	-7	-9%	2	7	5.8	3	-8	2.1	-3
COc1ccc(C(=O)Nc2nc(N)n(-c3ccccc3)n2)cc1OC	-52	4	-22	-5%	1	-2	4.3	-10	26	1.1	2
CCN(CC)CCN1C(=O)C(=O)/C(=C(/O)c2ccc(OC(C)C)cc2)C1c1ccncc1 (configuration not stated)	5	2	-25	0%	-11	-42	1.2	-17	-22	1.5	-11
Cn1nnnc1-c1cc(Br)ccc1NC(=O)c1ccccc1	43	11	-15	2%	11	20	4.2	-10	-22	0.9	-2
COc1ccc(C(=O)OC(C)CN2CCN(C)CC2)cc1OC (configuration not stated)	25	9	18	-10%	0	28	5.8	2	-61	3.5	-3
CC(=O)c1cccc(N=C2NC(=O)C(CO)(CO)S2)c1	-34	3	-26	0%	-1	0	2.1	-11	15	2.8	-12
CCOC(=O)[C@H](CCc1ccccc1)N[C@@H](C)C(=O)N1CCC[C@H]1C(=O)O	-2	3	9	8%	-5	22	3.1	17	24	5.1	nt
COC(=O)CSc1nnc(C)c(=O)[nH]1	-83	5	-40	4%	8	-51	1.0	-8	-30	2.7	-16
Cn1c(NCc2cccnc2)nc2c1c(=O)n(Cc1ccccc1F)c(=O)n2C	2	9	-1	14%	19	22	2.7	9	38	3.8	7
CCCCC(=O)c1c(C)cc(C)[nH]c1=O	-17	1	-46	-3%	6	3	0.0	-5	-7	1.8	-13
CCCCSc1nc(N)c(C#N)c(-c2cccs2)c1C#N	95*	42*	86*	-4%	41	41	5.7	14	71	42	65
Cc1cccc(C)c1OCC(O)CNS(=O)(=O)c1ccccc1C(=O)N1CCCCC1 (configuration not stated)	12	2	5	3%	26	10	3.5	-5	-10	1.6	-19
Cc1ccc2[nH]c(CCN(C)C)c(CC#N)c2c1	54	1	25	-1%	16	-16	2.5	4	2	2.1	7
COC(=O)c1cc(=O)n2c(-c3ccc(OC)cc3)csc2n1	-56	4	-22	10%	0	31	4.0	-3	17	1.6	-3
O=C1CSC(=Nc2ccc(O)cc2)N1c1ccc(O)cc1	-1	2	-58	2%	2	6	3.5	-6	-29	2.0	-15
CCOC(=O)c1c(CN2CCN(C)CC2)n(C)c2cc(Br)c(OC)cc12	26	15	2	1%	90*	-5	2.5	0	33	3.5	30
C=C(C)CSC1=C(C#N)C(c2ccsc2)CC(=O)N1 (configuration not stated)	59	4	14	9%	12	-9	2.0	-4	-3	2.8	11
CCN(CC)CCOC(=O)C1(c2ccc(OC)c(OC)c2)CCCC1	-58	2	-27	1%	-3	-2	2.2	3	-77	1.6	-5
CSc1nc2sc3c(c2c(=O)[nH]1)CCC(C)C3 (configuration not stated)	-12	3	-48	-13%	12	-15	3.2	-15	25	2.5	10

Structures shown so far that have a thiophene ring, fused or not:
SMILES	AID772	AID772 condensed nuclei	AID772 second	AID364	A549 NSCLC growth	HT29 cell growth-1	HT29 cell growth-1 condensed nuclei	HT29 cell growth-1 ATP viability	HT29 cell growth-2	HT29 cell growth-2 condensed nuclei	HT29 cell growth-2 ATP viability
Cc1cc(C)n(-c2ncnc3sc(C)c(C)c23)n1	-12	10	-18	-12%	6	-10	1.4	3	-17	3.3	-16
N#Cc1c(N)nc(SCC(=O)NCCc2ccccc2)c(C#N)c1-c1cccs1	32	8	4	2%	2	22	2.0	-12	36	3.7	2
CCOc1nnnc2c1sc1nc(N3CCOCC3)c3c(c12)CC(C)(C)OC3	-4	3	-14	16%	6	-3	3.1	-11	-8	5.9	-22
CC1(C)Cc2c(sc3c2C(=O)N(c2ccccc2)C2=NCCCN23)CO1	18	4	14	-2%	1	1	1.4	-1	29	3.3	-16
Cc1nnc2n(-c3ccccc3)c(=O)c3c4c(sc3n12)CCCC4	-73	5	-16	11%	4	12	5.2	-9	15	2.2	-11
CCCCSc1nc(N)c(C#N)c(-c2cccs2)c1C#N	95*	42*	86*	-4%	41	41	5.7	14	71	42	65
C=C(C)CSC1=C(C#N)C(c2ccsc2)CC(=O)N1 (configuration not stated)	59	4	14	9%	12	-9	2.0	-4	-3	2.8	11
CSc1nc2sc3c(c2c(=O)[nH]1)CCC(C)C3 (configuration not stated)	-12	3	-48	-13%	12	-15	3.2	-15	25	2.5	10
